Screens: PubChem, several laboratories
KLK7 zymogen act: proKLK7 zymogen activators, primary screen, biochemical, fluorescence intensity; purified proKLK7, EDANS-DABCYL substrate fluorescence; 100% is mature enzyme control, 0% vehicle; activation, % at 7 µM; 0.9% of 370,000 active;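 active = activation above the mean of all tested compounds plus 3 SD, computed per campaign excluding outliers beyond control limits, cut at about 13% in these data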
ARFGAP1 inh: inhibitors of rat ARFGAP1 GAP activity, primary screen, biochemical, fluorescence polarization, GDP tracer; inhibition, % at 16.5 µM; Arfgap1-stimulated ARF1 GTP hydrolysis, GDP FP detection; AID 651572, 2012; 0.26% of 360,000 active;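 active = inhibition above a per-plate limit, mean inhibition of low control wells plus 3 SD, cut at about 25% in these data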;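 note: 0% = DMSO wells with enzyme and 100% = wells lacking Arfgap1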
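Assay system: Rat Arfgap1 GAP domain (His6, aa 1-136), purified enzyme | Buffer or medium: HEPES 25 mM pH 7.5, NaCl 150 mM, MgCl2, DTT | Schedule: GTP hydrolysis reaction 2 h at 25 °C | Signal: FP of antibody-bound GDP Alexa 633 tracer, ex 620/em 688 nm | Measure: Percent inhibition of Arfgap1-stimulated GTP hydrolysis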
ASAP1 inh: inhibitors of human ASAP1 ArfGAP activity, primary screen, biochemical, fluorescence polarization; ASAP1-stimulated ARF1 GTP hydrolysis, GDP FP detection; 0.19% of 360,000 active; AID 624377, 2012; inhibition, % at 16.5 µM; in the data active = inhibition above about 25%;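 note: 0% = vehicle with enzyme and substrate and 100% = no enzyme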
NPR2 activator: human GC-B receptor activators, primary screen, HEK293 GC-B cells, cGMP TR-FRET, EC30 CNP. Atrial natriuretic peptide receptor 2 (Homo sapiens), P20594. 0% at EC30 CNP, 100% saturating CNP. activation, % at 10 µM. 0.11% of 370,000 active;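 active = activation at 10 µM reaching about 35% in either raw or pattern-adjusted values, limit read from the data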
GC-A act: GC-A stimulated cGMP production enhancers – HEK293 GC-A cells, cGMP TR-FRET, EC30 ANP, primary screen | 0.14% of 370,000 active | 0% at EC30 ANP, 100% saturating ANP | activation, % at 10 µM; in the data active = activation above about 40%
Target sequence (P16066 whole entry, looked up): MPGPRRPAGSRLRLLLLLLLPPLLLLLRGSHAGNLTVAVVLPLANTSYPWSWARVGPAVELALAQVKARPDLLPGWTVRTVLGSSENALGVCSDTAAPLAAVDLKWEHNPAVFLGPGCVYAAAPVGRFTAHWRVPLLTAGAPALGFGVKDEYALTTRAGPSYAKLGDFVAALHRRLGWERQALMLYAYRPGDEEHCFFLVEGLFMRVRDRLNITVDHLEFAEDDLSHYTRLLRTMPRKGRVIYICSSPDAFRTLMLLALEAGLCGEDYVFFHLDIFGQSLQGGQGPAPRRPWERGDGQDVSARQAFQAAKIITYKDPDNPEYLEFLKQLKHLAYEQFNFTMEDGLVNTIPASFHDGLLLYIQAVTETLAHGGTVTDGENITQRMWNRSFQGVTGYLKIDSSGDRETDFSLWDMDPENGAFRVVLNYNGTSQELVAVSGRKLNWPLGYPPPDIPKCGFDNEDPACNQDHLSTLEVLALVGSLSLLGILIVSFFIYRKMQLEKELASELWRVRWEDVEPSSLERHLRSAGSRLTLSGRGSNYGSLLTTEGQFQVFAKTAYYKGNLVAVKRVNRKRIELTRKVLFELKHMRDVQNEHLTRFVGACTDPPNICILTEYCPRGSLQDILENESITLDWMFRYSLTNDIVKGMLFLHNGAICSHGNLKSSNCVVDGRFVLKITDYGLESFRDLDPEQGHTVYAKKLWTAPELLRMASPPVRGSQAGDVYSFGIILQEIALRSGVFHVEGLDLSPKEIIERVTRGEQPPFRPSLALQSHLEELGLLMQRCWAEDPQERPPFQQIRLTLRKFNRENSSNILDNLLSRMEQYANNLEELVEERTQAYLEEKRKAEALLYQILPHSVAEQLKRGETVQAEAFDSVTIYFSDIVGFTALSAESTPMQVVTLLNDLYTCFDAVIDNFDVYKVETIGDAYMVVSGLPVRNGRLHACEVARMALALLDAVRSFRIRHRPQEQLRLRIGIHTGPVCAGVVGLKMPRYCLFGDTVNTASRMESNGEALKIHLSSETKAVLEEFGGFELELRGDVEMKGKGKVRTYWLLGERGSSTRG
ADAM10 inh: human ADAM10 inhibitors, primary screen, biochemical, QFRET, HTS. recombinant ADAM10, EDANS/DABCYL FRET peptide cleavage, 3 h. inhibition, % at 7 µM. 0.62% of 370,000 active;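 active = inhibition above a per-campaign cutoff equal to the mean of compounds falling between control-based bounds plus 3 SD, cut at about 20% in these data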;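 note: 0% = DMSO wells while the 100% control is not disclosed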
Tn6 DDE FP: inhibitors of Tn6 peptide binding to fibrin DD(E), primary screen, biochemical, fluorescence polarization, human fibrin, Tn6 probe; AID 720509, 2013; inhibition, % at 8.3 µM; Fibrinogen beta chain (Homo sapiens), P02675; 0.21% of 370,000 active; Fibrin DD(E) TRITC-Tn6 fluorescence polarization displacement;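 active = inhibition above a per-campaign cutoff: mean of compounds within control limits plus 3 SD, cut at about 15% in these data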;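 note: 0% = median of all compound wells on the plate and 100% = blocking peptide control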
sPLA2-III inh: human group III sPLA2 inhibitors, primary screen, biochemical, QFRET, BODIPY PC-A2 liposome substrate; Group 3 secretory phospholipase A2 (Homo sapiens), Q9NZ20; QFRET BODIPY PC-A2 liposome hydrolysis, fluorescence; inhibition, % at 12.2 µM; 0.56% of 370,000 active; AID 743126, 2013;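 active = inhibition above mean plus 3 SD of compounds lying within the high and low control bounds, cut at about 19% in these data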;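 note: 0% = median of test compound wells and 100% = no enzyme DMSO wells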
rCAG RNA binder: binders of r(CAG) RNA repeats, primary screen, biochemical, fluorescence. 1.3% of 370,000 active. r(CAG) RNA repeat, TO-PRO-1 dye displacement fluorescence. inhibition, % at 3 µM;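 active = inhibition above the plate cutoff, the mean of all test compounds on that plate plus 3 SD, cut at about 35% in these data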;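 note: 0% = DMSO alone and 100% = 100 µM mitoxantrone as full dye displacement; higher means more dye released from RNA so lower well fluorescence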
FXN GAA850 act: FXN promoter activators, primary screen, cell-based, luciferase luminescence, HEK293 lucGAA850. AID 540364, 2011. activation, % at 6 µM. HEK293 lucGAA850 FXN promoter luciferase reporter, 24 h; percent of 10 µM SAHA response. 0.56% of 360,000 active;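 active = activation above the average of all compounds screened plus 3 SD, cutoff fixed separately per campaign, cut at about 7.5% in these data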;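 note: 0% = DMSO wells and 100% = 10 µM SAHA wells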
* hit, by the source's call; / = no result given.

SMILES | KLK7 zymogen act | ARFGAP1 inh | ASAP1 inh | NPR2 activator | GC-A act | ADAM10 inh | Tn6 DDE FP | sPLA2-III inh | rCAG RNA binder | FXN GAA850 act
CC(C)[C@H](NC(=O)c1ccccc1Cl)C(=O)Nc1nc(-c2ccccn2)cs1 | 0.2 | 17 | 1 | -4 | -2 | 1 | 9 | -2 | 0 | 0.6
O=S1(=O)c2ccc(Br)cc2OC[C@@H](Cc2ccccc2)N1Cc1cn(Cc2ccc(F)cc2)nn1 | 0.7 | / | / | 9 | -2 | 1 | 0 | 1 | 1 | /
Cc1cccc(C(=O)N2CCN(Cc3ccc4c(c3)OCO4)CC2)c1 | 0.4 | -6 | 8 | 6 | 3 | 1 | -1 | 5 | -2 | -1.3
Cn1nccc1C(=O)c1ccc(Cl)cc1 | 0.0 | 9 | 7 | 4 | 2 | -3 | 2 | 7 | -5 | 0.7
COc1cccc(OCCN2CCN(c3ncnc4c3cnn4-c3ccccc3)CC2)c1 | 0.0 | -6 | -3 | 1 | 3 | 8 | 0 | -15 | 0 | -0.9
CCC(=O)Nc1ccccc1N1CCN(c2ccc(F)cc2)CC1 | 0.0 | 4 | 3 | -1 | -1 | 3 | -2 | 4 | -4 | 1.2
CCn1c(SCC(=O)N2CCOCC2)nnc1-c1cccs1 | -0.5 | -5 | 1 | 0 | 2 | -4 | -2 | -2 | 1 | -1.0
COc1cccc(C(=O)NC2CC3CCCC(C2)N3CC(=O)Nc2ccccc2C(F)(F)F)c1 (stereo not drawn) | -0.3 | -8 | -7 | 3 | -4 | 9 | 1 | -12 | -1 | -0.8
Cc1ccc(CCNC(=O)C2CC(=O)N(C3CCCCC3)C2)cc1 (stereo not drawn) | -0.2 | 4 | 0 | 0 | -2 | -1 | -5 | 1 | -5 | 0.8
COc1ccc(CNC(=O)COC(=O)Cc2ccsc2)cc1 | -0.4 | 2 | -4 | 2 | 1 | 0 | -7 | 3 | -3 | 0.7
CN(C)C(=O)c1ccc(-c2n[nH]c(=O)c3ccccc23)cc1 | -0.1 | 11 | 0 | -2 | -1 | 3 | 3 | 4 | -2 | -0.9
CCOC(=O)CSc1nc(C2CC2)cc(-c2ccc(F)cc2)c1C#N | -0.1 | 6 | 4 | / | / | -7 | 2 | -1 | 0 | -1.1
CCCOC(=O)/C(=C\C=C\c1ccccc1)NC(=O)c1ccccc1 | 0.1 | -17 | 5 | 4 | -2 | -2 | 9 | -11 | 0 | 0.4
CCOC(=O)C1CCN(C(c2cccs2)c2sc3nc(C)nn3c2O)CC1 (stereo not drawn) | 1.0 | 3 | 3 | 8 | 2 | 0 | -3 | 4 | 0 | -0.2
CCC(C(=O)OC)n1cnc2scc(-c3ccc(C)c(C)c3)c2c1=O (stereo not drawn) | 0.1 | 0 | 7 | 4 | -5 | 6 | -6 | -5 | 0 | -0.9
O=C(NCC(=O)N1CC(O)CC1C(=O)N1CCCC1C(=O)OCc1ccccc1)OCc1ccccc1 (stereo not drawn) | 0.5 | 7 | 6 | 4 | 1 | 9 | -5 | -2 | -7 | -1.6
CCCc1cc2c(cc1NC(=O)Cc1ccccc1)OCO2 | 0.1 | 14 | -11 | -1 | -2 | -7 | -5 | 9 | -1 | -1.2
CCn1cc([N+](=O)[O-])c(C(=O)N2CCCC2)n1 | -0.2 | -8 | -3 | 7 | -2 | 4 | 0 | 5 | 2 | -1.6
Cc1ccc2c(c1)N(CC(=O)NCCCc1ccccc1)C(=O)c1cccnc1O2 | -0.3 | 0 | 1 | -1 | -5 | -4 | 4 | -8 | -5 | -2.1
CCCCNC(=O)Nc1ccnn1C1CCCCC1 | 0.2 | -1 | -4 | 0 | -4 | 1 | -8 | 4 | -1 | -1.1
Cc1oc(-c2cccc(Cl)c2)nc1CN1CCCC(C(=O)NC(C)c2ccc3c(c2)OCCO3)C1 (stereo not drawn) | 0.2 | 3 | -6 | -12 | -9 | 9 | -4 | -23 | 4 | 4.1
CC(=O)OCc1nc2sc3c(c2c(=O)[nH]1)CCCC3 | 0.3 | 2 | -4 | -3 | -1 | 0 | 8 | 0 | 0 | 2.5
COc1ccc(/C=C/C(=O)OCC(=O)Nc2ccc(C)cc2)cc1S(=O)(=O)N1CCOCC1 | 0.6 | -1 | 2 | 0 | -1 | 6 | -1 | -12 | 3 | -0.5
C[C@H]1COC(=O)CC/C=C\C[C@H](CC(=O)N(CCO)Cc2ccccc2)C(=O)N1 | -0.1 | -4 | 2 | 1 | -2 | -6 | 1 | 6 | 1 | 2.4
COc1ccccc1OCC(=O)Nc1c2c(nn1-c1ccc(C)cc1)CS(=O)(=O)C2 | -0.1 | 5 | 5 | -3 | -1 | -5 | -4 | 12 | -5 | 3.4
SMILES | KLK7 zymogen act | ARFGAP1 inh | ASAP1 inh | NPR2 activator | GC-A act | ADAM10 inh | Tn6 DDE FP | sPLA2-III inh | rCAG RNA binder | FXN GAA850 act
CN(C)c1ccc(C2NC(=O)c3ccccc3N2)cc1 (stereo not drawn) | 0.2 | 17 | -7 | -1 | 2 | -27 | 0 | -4 | -3 | 3.6
CCN(CC)c1ccc(/C=N/N=C(N)N)c(O)c1 | 0.0 | -11 | 6 | -8 | -16 | -26 | 1 | 10 | 11 | -0.2
Cc1ccc(NC(=O)NC2CCCCCCC2)cc1C | -0.2 | -4 | 15 | -6 | 2 | -3 | 6 | 9 | -4 | 9.7*
O=C(Sc1cccc2cccnc12)c1ccc(F)cc1 | -0.1 | 11 | 6 | 20 | 14 | 5 | -12 | -6 | 2 | /
CC(C)C(O)(C#CCN1CCCCC1)C(C)C | 0.0 | 0 | -14 | 2 | 2 | 1 | 5 | 6 | -3 | 1.5
CN1CCN(c2ccc([N+](=O)[O-])cc2C(=O)c2ccc(Br)cc2)CC1 | 1.1 | -7 | 3 | 12 | -12 | -5 | 2 | 5 | 3 | -7.1
Cc1ccc(-n2cnn(-c3ccc([N+](=O)[O-])cc3[N+](=O)[O-])c2=O)cc1 | 0.4 | 7 | -1 | -2 | -3 | -5 | 0 | 6 | -1 | 0.1
Cc1c(CCOC(=O)c2ccc([N+](=O)[O-])cc2)sc[n+]1CC(=O)c1ccccc1 | 0.1 | 7 | 3 | 4 | 2 | 11 | 0 | 1 | 4 | -0.3
O=S(=O)(c1ccc(F)cc1)n1ccc2cccnc21 | 0.9 | 11 | -16 | 5 | -2 | -3 | 4 | 5 | 5 | 1.7
O=C(Cc1ccc2c(c1)OCCO2)N1CCN(S(=O)(=O)c2cccc(Cl)c2Cl)CC1 | 0.0 | 0 | 4 | -1 | -1 | -2 | 0 | 5 | -4 | -1.5
COc1ccc2[nH]cc(S(=O)(=O)c3ccc(C)cc3)c2c1 | -0.8 | 10 | 2 | -1 | -2 | -4 | -9 | -18 | 4 | 0.5
COc1ccccc1N1CCN(C2CCCN(C(=O)C3=NN(C)C(=O)CC3)C2)CC1 (stereo not drawn) | 0.3 | 5 | -4 | 4 | 2 | 1 | -4 | 5 | -3 | 0.2
CC(CN1CCCCC1)NC(=O)c1cc(-c2ccccn2)nc2ccc(Cl)cc12 (stereo not drawn) | -0.2 | 2 | 0 | 0 | -5 | -6 | -8 | -5 | 2 | 1.3
COc1ccc(/C=N/c2c(-c3ccc(OC)cc3)nc3n2CCS3)cc1 | -0.1 | -3 | 5 | -3 | -4 | -26 | -10 | -16 | 7 | -0.5
Cc1ccccc1-c1nsc(SCC(=O)Nc2ccc3c(c2)OCO3)n1 | -0.1 | -5 | 1 | -4 | -4 | 4 | -2 | -1 | 2 | 3.4

An excerpt taken from the entries so far, as a working copy:
SMILES | KLK7 zymogen act | ARFGAP1 inh | ASAP1 inh | NPR2 activator | GC-A act | ADAM10 inh | Tn6 DDE FP | sPLA2-III inh | rCAG RNA binder | FXN GAA850 act
Cc1ccc(-n2cnn(-c3ccc([N+](=O)[O-])cc3[N+](=O)[O-])c2=O)cc1 | 0.4 | 7 | -1 | -2 | -3 | -5 | 0 | 6 | -1 | 0.1
Cc1c(CCOC(=O)c2ccc([N+](=O)[O-])cc2)sc[n+]1CC(=O)c1ccccc1 | 0.1 | 7 | 3 | 4 | 2 | 11 | 0 | 1 | 4 | -0.3
O=S(=O)(c1ccc(F)cc1)n1ccc2cccnc21 | 0.9 | 11 | -16 | 5 | -2 | -3 | 4 | 5 | 5 | 1.7
O=C(Cc1ccc2c(c1)OCCO2)N1CCN(S(=O)(=O)c2cccc(Cl)c2Cl)CC1 | 0.0 | 0 | 4 | -1 | -1 | -2 | 0 | 5 | -4 | -1.5
COc1ccc2[nH]cc(S(=O)(=O)c3ccc(C)cc3)c2c1 | -0.8 | 10 | 2 | -1 | -2 | -4 | -9 | -18 | 4 | 0.5
COc1ccccc1N1CCN(C2CCCN(C(=O)C3=NN(C)C(=O)CC3)C2)CC1 (stereo not drawn) | 0.3 | 5 | -4 | 4 | 2 | 1 | -4 | 5 | -3 | 0.2
CC(CN1CCCCC1)NC(=O)c1cc(-c2ccccn2)nc2ccc(Cl)cc12 (stereo not drawn) | -0.2 | 2 | 0 | 0 | -5 | -6 | -8 | -5 | 2 | 1.3
COc1ccc(/C=N/c2c(-c3ccc(OC)cc3)nc3n2CCS3)cc1 | -0.1 | -3 | 5 | -3 | -4 | -26 | -10 | -16 | 7 | -0.5
Cc1ccccc1-c1nsc(SCC(=O)Nc2ccc3c(c2)OCO3)n1 | -0.1 | -5 | 1 | -4 | -4 | 4 | -2 | -1 | 2 | 3.4

Grouped by structure: the entries above containing bromine
SMILES | KLK7 zymogen act | ARFGAP1 inh | ASAP1 inh | NPR2 activator | GC-A act | ADAM10 inh | Tn6 DDE FP | sPLA2-III inh | rCAG RNA binder | FXN GAA850 act
O=S1(=O)c2ccc(Br)cc2OC[C@@H](Cc2ccccc2)N1Cc1cn(Cc2ccc(F)cc2)nn1 | 0.7 | / | / | 9 | -2 | 1 | 0 | 1 | 1 | /
CN1CCN(c2ccc([N+](=O)[O-])cc2C(=O)c2ccc(Br)cc2)CC1 | 1.1 | -7 | 3 | 12 | -12 | -5 | 2 | 5 | 3 | -7.1
